FAS TE block = inhibitors of human fatty acid synthase thioesterase domain; P49327; recombinant FAS-TE, OMFH fluorogenic substrate, fluorescence endpoint; inhibition, % at 15 µM; 0.67% of 360,000 active; AID 602261;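 active = compounds whose normalised, plate-corrected inhibition of enzyme fluorescence in the single-dose primary screen is 50% or more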;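 also: 0% = DMSO with enzyme and 100% = substrate without enzyme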
MT1-MMP act inh = MT1-MMP (human) activation inhibition | 0.061% of 360,000 active | GFP/RFP ratio change, % at 20 µM | HT1080 RFP-PRO-GFP cells, GFP/RFP ratio fluorescence, overnight; percent of plate control window, DMSO zero | P50281;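 active = GFP/RFP ratio change of at least 30% with cell ATP level not reduced by more than half and red fluorescence within 50% of control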; also: strong numbers were not always called active
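Assay system: HT1080 RFP-PRO-GFP cells. Benchmarks: DMSO vehicle wells and RFP-L50D-GFP reporter cell wells. Times: overnight cell settling, then overnight compound exposure, 37 °C, 5% CO2. Compound: 20 µM single dose, 1% DMSO. Read-out basis: GFP/RFP fluorescence ratio.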
PABP1 MLLE inh = inhibitors of microRNA-mediated deadenylation, human PABP1 MLLE binding | GST-MLLE / FITC-PAM2 fluorescence polarization | 0.36% of 360,000 active | inhibition, % at 20 µM; in the data active = inhibition above about 35%, passing the limit was not always enough;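 also: plate controls were DMSO wells with GST-MLLE for no effect and wells lacking GST-MLLE protein for full effect; some results filed as inactive read as strong as hits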
E coli Lon inh = inhibits E. coli Lon protease; purified E. coli Lon protease, fluorescence polarization; P0A9M0; 0.42% of 360,000 active; inhibition, % at 7.94 µM; AID 602123; in the data active = inhibition above about 13%, passing the limit was not always enough;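 also: 0% = enzyme with probe and DMSO and 100% = no enzyme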
Target sequence (P0A9M0 whole entry, looked up): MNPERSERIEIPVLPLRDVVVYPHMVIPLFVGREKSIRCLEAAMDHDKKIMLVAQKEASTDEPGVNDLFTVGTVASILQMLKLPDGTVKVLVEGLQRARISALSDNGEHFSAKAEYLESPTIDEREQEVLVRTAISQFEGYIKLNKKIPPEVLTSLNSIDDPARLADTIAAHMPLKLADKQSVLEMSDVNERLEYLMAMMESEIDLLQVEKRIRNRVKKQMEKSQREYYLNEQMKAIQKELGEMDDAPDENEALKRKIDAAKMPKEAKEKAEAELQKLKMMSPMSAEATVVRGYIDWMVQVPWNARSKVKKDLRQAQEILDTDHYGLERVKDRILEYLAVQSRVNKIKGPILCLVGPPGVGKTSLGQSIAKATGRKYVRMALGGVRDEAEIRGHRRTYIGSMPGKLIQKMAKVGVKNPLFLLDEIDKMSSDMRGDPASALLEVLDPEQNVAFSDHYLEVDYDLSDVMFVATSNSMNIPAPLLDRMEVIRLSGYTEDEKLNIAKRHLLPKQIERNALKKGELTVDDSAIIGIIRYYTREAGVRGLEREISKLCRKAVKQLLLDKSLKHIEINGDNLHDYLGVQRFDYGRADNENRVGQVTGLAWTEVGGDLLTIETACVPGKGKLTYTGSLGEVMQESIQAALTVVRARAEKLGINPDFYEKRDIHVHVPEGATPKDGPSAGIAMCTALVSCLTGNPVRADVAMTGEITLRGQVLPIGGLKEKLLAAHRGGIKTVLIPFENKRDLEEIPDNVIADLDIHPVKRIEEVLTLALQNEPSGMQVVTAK
Rin1 Abl inh = inhibitors of human Rin1-Abl protein interaction. P00519+Q13671. inhibition, % at 7.35 µM. TR-FRET Rin1/Abl binding, biochemical. 0.4% of 360,000 active; in the data active = inhibition above about 5%, passing the limit was not always enough
MsrA inhibitor = bovine MsrA inhibition; AID 651718; inhibition, % at 15.5 µM; 0.75% of 360,000 active; purified bovine MsrA, absorbance read-out; in the data active = inhibition above about 4.5%;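 also: 0% = vehicle wells with enzyme and 100% = reference inhibitor wells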
bovine MsrA act = activates bovine MsrA enzyme. 0.3% of 360,000 active. AID 602163. purified bovine MsrA, absorbance read-out. activation, % at 10.6 µM; in the data active = activation above about 7.5%;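 also: 0% = vehicle and 100% = reference activator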
Rpn11 block = Rpn11 (human) deubiquitinase inhibition | O00487 | human 26S proteasome, Ub4-pepOG fluorescence polarization; 20S core pre-blocked with epoxomicin | calls only at 20 µM | 0.59% of 360,000 active | AID 588493;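 active = inhibition at 20 µM, scaled to each plate's controls, above about 33%, limit read from the data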
CSN deneddyl inh = inhibitors of human CSN-mediated cullin deneddylation. Purified CSN, SCF-Nedd8-OG deneddylation, fluorescence polarization. 0.38% of 360,000 active. inhibition, % at 12.5 µM. Q92905;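 active = pattern-corrected inhibition above about 35%, with an unprinted fluorescence ratio check between 0.5 and 1.5, limit read from the data, passing the limit was not always enough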;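 also: 0% = enzyme with substrate and 100% = substrate without enzyme; some results filed as inactive read as strong as hits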
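Assay system: Purified human Csn5 enzyme expressed in HEK293T cells | Amount: Enzyme 0.24 nM | Measured by: Fluorescence polarization readout | Medium: Tris/NaCl/DTT buffer, pH 7.5 | Compound dosing: One concentration, 12.5 µM, 0.25% DMSO | Times: 90 min incubation of compound, enzyme and substrate at room temperature | Control set: no-enzyme wells high, enzyme-with-substrate wells low | Read-out: % inhibition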
* = called active by the depositor; i = inactive; · = no result given; + = active, no number.

[1] O=C(NCC1CCCO1)c1cccc(NC(=O)c2ccccc2)c1 (centres undefined)
[2] COC(=O)c1ccc(N2CCN(CC(=O)c3ccc(-c4ccccc4)cc3)CC2)c([N+](=O)[O-])c1
[3] O=C(NNC(=S)NC1CCCCC1)c1ccccc1Cl
[4] O=C(COC(=O)C1(c2cccc(F)c2)CCCC1)NCc1cccs1
[5] CCOC(=O)N1CCC(NCCNC(=O)c2ccco2)CC1

entry no.,1,2,3,4,5
FAS TE block,-3,-28,-1,19,-4
MT1-MMP act inh,1,-6,1,2,3
PABP1 MLLE inh,1,0,-4,6,8
E coli Lon inh,4,-19,-9,-1,2
Rin1 Abl inh,3,0,0,-1,0
MsrA inhibitor,-0.9,0.0,1.5,-0.7,1.7
bovine MsrA act,-10,-4,1,-4,-4
Rpn11 block,i,i,i,i,i
CSN deneddyl inh,-1,-5,5,2,5

[6] O=C(NCCO)c1cccc(-c2ccc3nncn3c2)c1
[7] Cc1cc(C)cc(N(CC(=O)NC2CCCC2)C(=O)CCC(=O)Nc2nc(C)cs2)c1
[8] COCOCCn1cc(CN2CCS(=O)(=O)N(Cc3ccc(-c4ccc(Cl)cc4)cc3)C(CC(C)C)C2=O)nn1 (centres undefined)
[9] C/C(CC(=O)Nc1ccc2c(c1)OCCO2)=N\NC(=O)c1ccccn1
[10] O=C1CCNc2ccc(-c3ccccc3)cc21

entry no.,6,7,8,9,10
FAS TE block,-6,-3,10,-4,-31
MT1-MMP act inh,1,2,7,0,-30
PABP1 MLLE inh,-87,6,14,-14,158
E coli Lon inh,-3,1,2,-2,73*
Rin1 Abl inh,-3,0,0,-2,0
MsrA inhibitor,1.4,-1.0,-1.6,0.6,1.7
bovine MsrA act,-3,-2,-1,2,-3
Rpn11 block,i,i,i,i,i
CSN deneddyl inh,-5,0,0,2,-5

[11] N#C/C(=C\c1ccc2c(c1)OCCO2)C(=O)Nc1nccs1
[12] COc1ccc(C(=O)N2CCCC(C(=O)N3CCN(c4ccccc4)CC3)C2)cc1 (centres undefined)
[13] Oc1ccc(/C=N/N2CCCCC2)c(O)c1O
[14] O=C1CCCC(O)=C1N=Nc1ccc(S(=O)(=O)N2CCOCC2)cc1
[15] CC(=O)c1sc(NC(=O)C2CSC3(C)CCC(=O)N23)nc1-c1ccccc1 (centres undefined)

entry no.,11,12,13,14,15
FAS TE block,-6,-6,-5,-7,-4
MT1-MMP act inh,-4,-1,-11,49*,-2
PABP1 MLLE inh,-16,22,36,9,10
E coli Lon inh,-5,-6,6,-2,-5
Rin1 Abl inh,0,-2,25*,-1,-7
MsrA inhibitor,0.2,-0.5,1.7,1.5,3.2
bovine MsrA act,-4,-5,-3,-3,-4
Rpn11 block,i,i,i,i,i
CSN deneddyl inh,-3,-1,21,-3,1

Part of the list above with just Rpn11 block:
| nr | SMILES | Rpn11 block |
| --- | --- | --- |
| 11 | N#C/C(=C\c1ccc2c(c1)OCCO2)C(=O)Nc1nccs1 | i |
| 12 | COc1ccc(C(=O)N2CCCC(C(=O)N3CCN(c4ccccc4)CC3)C2)cc1 (centres undefined) | i |
| 13 | Oc1ccc(/C=N/N2CCCCC2)c(O)c1O | i |
| 14 | O=C1CCCC(O)=C1N=Nc1ccc(S(=O)(=O)N2CCOCC2)cc1 | i |

(further entries)
[16] Cn1c(=O)c2c(nc(Cl)n2Cc2ccncc2)n(C)c1=O
[17] COc1ccccc1CNC(=O)CC1Sc2ccccc2NC1=O (centres undefined)
[18] Cc1ccc2c(c1)nnn2C1CCN(C(=O)c2ccccc2F)CC1
[19] COCCN1C(=O)c2ccccc2C(C(=O)NCCCN2CCCC2=O)C1c1c[nH]c2ccccc12 (centres undefined)
[20] O=C(COC(=O)c1c2c(nc3ccccc13)/C(=C\c1ccco1)CC2)NC1CCCC1

entry no.,16,17,18,19,20
FAS TE block,-6,2,-3,-5,2
MT1-MMP act inh,4,1,1,-1,4
PABP1 MLLE inh,0,5,17,2,-13
E coli Lon inh,-11,3,-5,-4,0
Rin1 Abl inh,2,-2,3,0,-2
MsrA inhibitor,-0.7,0.2,0.9,-0.9,1.3
bovine MsrA act,-1,-2,0,-10,1
Rpn11 block,i,i,i,i,i
CSN deneddyl inh,-1,-2,-2,2,32

Given with values under each structure: entries from further up
Each structure is followed by: FAS TE block, MT1-MMP act inh, PABP1 MLLE inh, E coli Lon inh, Rin1 Abl inh, MsrA inhibitor, bovine MsrA act, Rpn11 block, CSN deneddyl inh
1	O=C(NCC1CCCO1)c1cccc(NC(=O)c2ccccc2)c1 (centres undefined)
 : -3, 1, 1, 4, 3, -0.9, -10, i, -1
2	COC(=O)c1ccc(N2CCN(CC(=O)c3ccc(-c4ccccc4)cc3)CC2)c([N+](=O)[O-])c1
 : -28, -6, 0, -19, 0, 0.0, -4, i, -5
3	O=C(NNC(=S)NC1CCCCC1)c1ccccc1Cl
 : -1, 1, -4, -9, 0, 1.5, 1, i, 5

Remaining list, next part.
[21] Cc1ccc(CN2C(=O)C(C)Oc3ccccc32)cc1 (centres undefined)
[22] CC(C)(C)c1ccc2c(c1)N(CC(=O)N1CCOCC1)C(=O)CO2
[23] COc1ccc(C2=NOC(C(=O)Nc3ccc4c(c3)OCO4)C2)cc1 (centres undefined)
[24] COc1cccc(-c2ccc(NC(=O)C3CCCN(Cc4cc(C)[nH]n4)C3)cc2)c1 (centres undefined)
[25] CCOc1ccc(OCCCC(=O)NCCOc2ccccc2OC)cc1

entry no.,21,22,23,24,25
FAS TE block,18,-5,4,-5,-2
MT1-MMP act inh,-8,-1,0,-2,1
PABP1 MLLE inh,1,-6,2,-9,1
E coli Lon inh,4,-6,2,3,-8
Rin1 Abl inh,-2,1,0,-1,3
MsrA inhibitor,-0.9,-1.0,1.4,-0.6,0.6
bovine MsrA act,-3,3,3,0,-5
Rpn11 block,i,i,i,i,i
CSN deneddyl inh,0,3,-1,-4,7

[26] COc1ccc(CNC(=O)Cc2csc(NC(=O)Nc3ccccc3OC)n2)cc1
[27] Cc1ccc(NC(=O)CCC(=O)NNC(=O)c2ccccc2)c(C)c1
[28] CCOc1ccc(-c2cc(N3C(=O)Nc4ccccc4N3O)n[nH]2)cc1
[29] CCOC(=O)c1ccc(NC(=O)c2ccc(C)c(S(=O)(=O)N3CCOCC3)c2)cc1
[30] CCOc1ccccc1N(CC(=O)Nc1ccc2c(c1)OCCO2)S(C)(=O)=O

entry no.,26,27,28,29,30
FAS TE block,2,-5,-1,14,-4
MT1-MMP act inh,5,-1,1,-10,1
PABP1 MLLE inh,-2,-5,1,-2,-5
E coli Lon inh,-3,-8,7,-10,3
Rin1 Abl inh,-2,3,3,1,2
MsrA inhibitor,-0.2,2.1,-0.5,-0.4,-1.0
bovine MsrA act,-1,-4,-2,-3,-1
Rpn11 block,i,i,i,i,i
CSN deneddyl inh,0,-2,1,-4,3

[31] CCCn1nc(C(=O)N2CC(=O)Nc3ccccc32)c2ccccc2c1=O
[32] N#C[C@H]1C(O)C(O)c2ccccc2N1C(=O)c1ccccc1 (some centres undefined)
[33] Cn1cccc1C(=O)OCC(=O)Nc1ccc2[nH]c(=O)[nH]c2c1
[34] CC(C)NC(=O)C1CCCN(c2nnc(-n3cccc3)s2)C1 (centres undefined)
[35] CCOc1cc(N2CCOCC2)c(OCC)cc1NC(=O)CSc1nnc(N)s1

entry no.,31,32,33,34,35
FAS TE block,-11,-3,-10,-6,-11
MT1-MMP act inh,-7,4,-1,·,3
PABP1 MLLE inh,6,2,-10,1,19
E coli Lon inh,-3,8,-1,1,-5
Rin1 Abl inh,-1,-2,-2,2,2
MsrA inhibitor,0.3,0.6,0.0,-0.7,-0.2
bovine MsrA act,-10,-6,-4,-14,-2
Rpn11 block,i,i,i,i,i
CSN deneddyl inh,0,1,0,-1,-2

[36] CC(Sc1nnc(Cn2c(=O)sc3ccccc32)n1C)c1ccccc1 (centres undefined)
[37] COC(=O)C[C@H]1C[C@H]2c3cc(NC(=O)CC4CC4)ccc3O[C@H]2[C@H](CO)O1
[38] CC(C)N(C)CCOC(=O)/C=C/c1ccccc1
[39] COc1ccc(OC)c([C@@H]2OCCC=C[C@H]2C)c1
[40] Cc1noc(C)c1-c1ccc(C(=O)NC2CCCCC2)c2occc12

entry no.,36,37,38,39,40
FAS TE block,2,-5,-8,-3,-1
MT1-MMP act inh,5,3,-2,4,7
PABP1 MLLE inh,-3,6,17,-6,-1
E coli Lon inh,-6,-2,-13,5,-5
Rin1 Abl inh,0,-1,-2,-1,1
MsrA inhibitor,0.3,0.1,-0.8,-0.4,-0.6
bovine MsrA act,-1,-5,-10,-2,-1
Rpn11 block,i,i,i,i,i
CSN deneddyl inh,-1,-3,-3,0,5

[41] c1ccc(COc2cccc(-c3cc4nc(NCCOc5ccccc5)ccn4n3)c2)cc1
[42] CC(=O)c1cccc(NC(=O)C2(C)Cc3c(-c4ccccc4)ccnc3O2)c1 (centres undefined)
[43] O=C1N=C(N2CCCC2)CN1c1ccccc1
[44] CC(/C=C/c1ccccc1)=N/NC(=O)Cn1nnc(N)n1
[45] Cc1nc2sc(C(c3ccco3)N3CCN(c4cccc(Cl)c4)CC3)c(O)n2n1 (centres undefined)

entry no.,41,42,43,44,45
FAS TE block,27,8,-15,-4,1
MT1-MMP act inh,-2,-7,4,0,-10
PABP1 MLLE inh,4,8,4,5,-2
E coli Lon inh,-11,-18,12,6,-7
Rin1 Abl inh,0,0,-2,-4,-3
MsrA inhibitor,1.8,0.2,0.3,0.8,2.2
bovine MsrA act,-4,-4,-2,-11,-4
Rpn11 block,i,i,i,i,i
CSN deneddyl inh,2,-4,4,3,6

[46] CCN(CC)c1ncnc2c1cnn2C
[47] Cc1ccc(NC(=O)c2cc(S(=O)(=O)N3CCCCC3)cs2)cc1
[48] c1cc(Nc2cccc3nccnc23)c2nccnc2c1
[49] COc1cccc(NC(=O)Nc2cc(C(=O)O)ccc2C)c1
[50] O=C(CSc1nnnn1-c1ccccc1)N1CCCc2ccccc21
[51] COc1ccc(C(=O)c2c3ccc([N+](=O)[O-])cc3[n+]([O-])n2CCCN)cc1
[52] Cc1ccc(CNC(=O)c2cc3c(=O)n(C)c4ccccc4c3n2C)o1
[53] CCOC(=O)Cc1csc(NC(=O)CSc2nnnn2-c2ccc(C)c(C)c2)n1

entry no.,46,47,48,49,50,51,52,53
FAS TE block,-9,20,4,1,-3,-30,-3,-66
MT1-MMP act inh,8,0,-49,2,-3,-14,2,1
PABP1 MLLE inh,-10,0,-45,-1,-10,-3,15,2
E coli Lon inh,-12,-7,-9,3,3,-4,2,-3
Rin1 Abl inh,3,6,-4,5,-1,-4,-3,-1
MsrA inhibitor,0.2,2.7,1.7,1.4,0.2,0.9,-0.1,0.3
bovine MsrA act,-5,-3,-3,-3,-2,2,-7,-5
Rpn11 block,i,i,+,i,i,i,i,i
CSN deneddyl inh,-1,2,14,1,3,2,0,1
